Compound activity: PubChem, National Center for Advancing Translational Sciences (NCATS)
PTHR1 ag – qHTS for PTHR1 Agonists: Primary Screen; Parathyroid hormone/parathyroid hormone-related peptide receptor (Homo sapiens), Q03431; HEK293 GP2 PTHR1 cells, GloSensor cAMP luminescence, 1 h; Potency, µM (titrated, usually from 115 µM), for inactives: at the top dose activation, actives largely listed as activators; 410,000 compounds, 0.075% hits; note: potency is the fitted concentration of half-maximal effect; nearly all actives have a fitted effect of over 55% in size; some results filed as inactive show a strong effect at the top dose; inactives centre near -15; many of its hits are not listed in these tables
Target sequence (Q03431 whole entry, looked up): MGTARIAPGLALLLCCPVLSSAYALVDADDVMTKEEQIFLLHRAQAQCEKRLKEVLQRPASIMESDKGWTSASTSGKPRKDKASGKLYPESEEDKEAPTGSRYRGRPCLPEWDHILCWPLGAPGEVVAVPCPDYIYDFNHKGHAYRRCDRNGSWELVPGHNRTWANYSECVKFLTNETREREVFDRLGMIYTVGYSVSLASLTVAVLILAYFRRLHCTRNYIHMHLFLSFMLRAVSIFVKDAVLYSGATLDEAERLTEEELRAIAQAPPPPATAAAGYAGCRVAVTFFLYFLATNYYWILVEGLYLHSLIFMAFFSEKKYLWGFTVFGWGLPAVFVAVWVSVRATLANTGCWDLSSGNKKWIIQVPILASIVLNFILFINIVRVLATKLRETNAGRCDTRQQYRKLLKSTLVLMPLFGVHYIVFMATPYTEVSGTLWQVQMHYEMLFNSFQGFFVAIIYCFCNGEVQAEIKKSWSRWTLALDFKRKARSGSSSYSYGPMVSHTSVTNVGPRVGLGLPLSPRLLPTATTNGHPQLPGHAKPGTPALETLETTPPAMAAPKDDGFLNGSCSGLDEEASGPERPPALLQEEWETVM
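HEK-293-derived GP2 cells expressing PTHR1 and a GloSensor cAMP reporter, 3,000/well, plated overnight, given luciferin plus IBMX (each 0.5 mM as added) for 1 h at 37 °C, then compound for 1 h at 37 °C. Luminescence was read after 15 min at room temperature.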
D3 antag – qHTS of D3 Dopamine Receptor Antagonist: qHTS; D3R cells, DiscoveRx beta-arrestin luminescence, antagonist mode; hits give low values; 360,000 compounds, 2.5% hits; D(3) dopamine receptor (Homo sapiens), P35462; max response, negative = inhibition, %; in the data active = max response below about -50%; inconclusive = no clear call, values can overlap the other calls; note: % is set by controls: 0 for no effect and ±100 for the full control effect; mostly tested at two doses, the higher about 12 µM
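Cells plated overnight at 1500 cells/well, then exposed to library compounds with dopamine controls for 90 minutes at 37 degrees C. DiscoveRx reagent added for 30–60 minutes at room temperature; luminescence read, quantitative HTS format.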
GLP1R ag – qHTS of GLP-1 Receptor Agonists; Glucagon-like peptide 1 receptor (Homo sapiens), P43220; HEK293 GLP-1R CRE-luciferase, luminescence, 4-6 h; cells express a hypersensitive GLP-1R form; Potency, µM (highest dose often 45.6 µM), for inactives: top-dose activation, hits mostly activators; 380,000 compounds, 0.007% hits; AID 624172, 2012; note: potency is the fitted concentration of half-maximal effect; % of control where 0% means no effect
Target sequence (P43220 whole entry, looked up): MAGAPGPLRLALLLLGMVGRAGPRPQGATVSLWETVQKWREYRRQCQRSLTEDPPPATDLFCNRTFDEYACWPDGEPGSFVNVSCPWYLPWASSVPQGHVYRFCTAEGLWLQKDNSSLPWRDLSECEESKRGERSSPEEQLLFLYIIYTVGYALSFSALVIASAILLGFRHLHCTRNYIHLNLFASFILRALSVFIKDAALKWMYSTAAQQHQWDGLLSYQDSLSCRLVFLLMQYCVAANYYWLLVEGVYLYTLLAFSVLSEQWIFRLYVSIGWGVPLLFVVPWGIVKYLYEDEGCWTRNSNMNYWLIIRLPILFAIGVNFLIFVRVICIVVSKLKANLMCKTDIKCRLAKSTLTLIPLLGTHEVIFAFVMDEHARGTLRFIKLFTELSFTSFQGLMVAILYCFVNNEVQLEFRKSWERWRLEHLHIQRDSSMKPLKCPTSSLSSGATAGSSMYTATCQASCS
TDP-43 yeast inh – qHTS of TDP-43 Inhibitors; TDP-43 expressing yeast growth rescue, BacTiter-Glo, 24 h; AID 652104, 2013; Potency, µM (series often up to 46.1 µM), without a hit: at the top dose growth rescue (activation), usual class: activators; 410,000 compounds, 1.8% hits; note: potency is the fitted concentration of half-maximal effect; % of control where 0% means no effect; nearly all actives have a fitted effect of over 50% in size
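Yeast expressing TDP-43 (pregrown in raffinose, seeded at OD600=0.02 in galactose medium) exposed to compounds 24 hr at 30 deg C. Growth read by BacTiter-Glo luminescence; rescue of toxicity appears as increased signal.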
GLP1R inv ag – qHTS of GLP-1 Receptor Inverse Agonists (Inhibition Mode) | Glucagon-like peptide 1 receptor (Homo sapiens), P43220 | HEK293 GLP-1R CRE-luciferase, luminescence, 24 h; GLP-1R form is constitutively active | Potency, µM (top dose mostly 38.3 µM), for inactives: top-dose activity change, negative = inhibition, hits mostly inhibitors | 410,000 compounds, 1.6% hits | AID 624417, 2012; note: potency is the fitted concentration of half-maximal effect; % is set by controls: 0 for no effect and ±100 for the full control effect; nearly all actives have a fitted effect of over 55% in size
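HEK293 cells stably co-expressing constitutively active GLP-1R and a cAMP-responsive luciferase reporter were seeded in DMEM with 10% Nu serum, given compounds after 12 h, and incubated 24 h at 37 deg C. Luminescence was then read.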
FUS suppressor – qHTS for Suppressors of FUS Proteinopathy: Primary screen using FUS-linked yeast assay. Potency, µM (titrated, usually from 76.6 µM), for the others: top-dose growth rescue (activation), hits mostly activators. S. cerevisiae FUS-expressing, growth rescue, OD600, 24 h. 390,000 compounds, 0.24% hits;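 note: potency is the fitted concentration of half-maximal effect; plate controls were DMSO vehicle for no effect and reference control for full effect; nearly all actives have a fitted effect of over 55% in size; some results filed as inactive show a strong effect at the top dose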
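Read-out: OD at 600 nm after 24hr at 30C, reporting rescue of FUS-induced yeast toxicity. Cells at OD 0.005 in galactose (2%) minimal medium; compounds tested in a dilution series; CP55940 titration from 92uM final as control.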
Akt phos inh – HTS Assay for Inhibitors of Akt Phophorylation: Primary Screen. Neuro2A IGF-stimulated pAkt S473 HTRF, 20 min; hits give low values. activity change, % for hits at 50 µM. 360,000 compounds, 0.32% hits. AID 651550, 2012; in the data active = activity change below about -80%; inconclusive = mostly about -51% to -80%; note: % is set by controls: 0 for no effect and ±100 for the full control effect
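Neuro2A cells (4,500/well, DMEM with 0.5% FBS) were treated with compound at a single 50 µM final concentration, stimulated with 6 nM IGF for 20 min at 37 °C, and lysed. Phospho-Akt Ser473 was read by HTRF as 665/615 ratio ×10^4.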
Abeta yeast res – qHTS for compounds that reverse cellular toxicity of Amyloid beta (A-beta) peptide in yeast: Primary Screen; Potency, µM (titrated, usually from 46.1 µM), without a hit: top-dose growth rescue, hits mostly activators; yeast expressing A-beta42, growth rescue, OD600, 48 h; response scale: 0% DMSO, 100% iron-clioquinol control; 410,000 compounds, 0.063% hits; AID 1347071, 2019; note: potency is the fitted concentration of half-maximal effect; nearly all actives have a fitted effect of over 55% in size
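Yeast growth medium received pinned compounds, then yeast cells expressing toxic A-beta were added; plates incubated at 30 C for 48 hr. Growth read as absorbance at 600 nm, normalized to DMSO and equimolar FeCl3 plus clioquinol controls.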
aSyn rescue – qHTS of alpha-syn Inhibitors; Yeast expressing alpha-synuclein, growth rescue, BacTiter-Glo, 24 h; Potency, µM (highest dose often 46.1 µM), for inactives: top-dose growth rescue (activation), usual class: activators; 370,000 compounds, 0.14% hits; AID 652106, 2013; note: potency is the fitted concentration of half-maximal effect; % of control where 0% means no effect; nearly all actives have a fitted effect of over 65% in size
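Galactose-induced alpha-syn yeast (OD600=0.02, raffinose-pregrown) + pinned cpd, 24 hr, 30 deg C; growth by BacTiter-Glo luminescence. Growth restoration scores as activation.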
The depositor's hits bear a star; i = inactive; ? = inconclusive; · = not tested or not shown; & = joins results of further samples; [ ] = another dose, or the depositor's remark. Unless noted, calls come from the whole dose curve; as a rule, active = well fitted curve in the direction sought with a large enough effect; inconclusive = small, poorly fitted or top-dose-only effect, or another doubt; inactive = no such curve, though single readings can be large; an effect the other way counts as inactive or inconclusive.

Assay codes: A = PTHR1 ag; B = D3 antag; C = GLP1R ag; D = TDP-43 yeast inh; E = GLP1R inv ag; F = FUS suppressor; G = Akt phos inh; H = Abeta yeast res; I = aSyn rescue
COc1ccccc1NC(=O)NNC(=O)CN1C(=O)COc2ccccc21
  A = i; B = 9; C = 10%; D = 10%; E = 7%; F = 1%; G = i; H = -1%; I = 1%

N#Cc1nc(N2CCOCC2)nc(N2CCOCC2)n1
  A = -78%[inhibitor][57.5 µM]; B = 21; C = 3%; D = -6%; E = 11%; F = -18%; G = i; H = -11%; I = -2%&1%

O=[N+]([O-])c1ccc(O)c(C=NNc2ccc(S(=O)(=O)O)cc2)c1
  A = -12%; B = ?; C = -3%; D = 5%; E = -12%; F = 14%; G = i; H = -18%; I = -9%

O=S(=O)(c1ccc(F)cc1)N1CN(Cc2ccco2)c2nc3ccccc3nc21
  A = -22%[57.5 µM]; B = -16; C = 8%; D = 2%; E = ?; F = 16µM*; G = i; H = -21%; I = -13%

CCOc1ccc(C(=O)Nc2ccc3c(c2)C(=O)NC3=O)cc1
  A = -14%; B = 0; C = -2%; D = 20%; E = -24%; F = -24%; G = i; H = 3%; I = 1%

Cn1cccc1C(=O)NC(=O)COC(=O)CCNS(=O)(=O)c1cccc(C(F)(F)F)c1
  A = -31%[inhibitor]; B = -5; C = -1%; D = ?; E = -4%; F = 26%; G = i; H = ?; I = -6%

CC(C)C(N)c1csc(NC(=O)Nc2cccc(Cl)c2)n1 (stereo not given)
  A = -6%; B = -18; C = -3%; D = 0%; E = -67%; F = -9%; G = i; H = 3%; I = -7%

O=C(OCCOc1ccccc1)c1n[nH]c2ccccc12
  A = i; B = 8; C = 3%; D = ?; E = -12%; F = 0%; G = i; H = 16%; I = 17%

CCc1ccc(-c2nc(SCC(=O)NCC3CCCO3)c(-c3ccc(C)cc3)[nH]2)cc1 (stereo not given)
  A = i; B = ·; C = ·; D = 20%; E = -18%; F = -26%; G = ·; H = -17%; I = ·

O=C(C1=NN[C@@H]2C(=O)N(c3ccccc3C(F)(F)F)C(=O)[C@H]12)c1ccc2ccccc2n1
  A = i; B = -8; C = 10%; D = -4%; E = 11%; F = 17%; G = i; H = 21%; I = 7%

Cn1ccc2c(-c3cccc4ccccc34)cc3c(c21)C1CCC3C1 (stereo not given)
  A = 4%; B = 0; C = -7%; D = ·; E = 22%; F = ·; G = i; H = ·; I = ·

O=S(=O)([O-])CCC[n+]1c(SCCCS(=O)(=O)O)sc2ccc(Cl)cc21
  A = i; B = 29; C = -3%; D = 5%; E = 3%; F = ·; G = i; H = -5%; I = 6%

Cc1ccccc1NC(=O)c1ccc(S(=O)(=O)N(C)C)cc1
  A = i; B = 18; C = 0%; D = 25%; E = 11%; F = 35%; G = i; H = -2%; I = 2%

CCOC(=O)c1cccc(NC(=O)N2CC(CC)Sc3ccccc32)c1 (stereo not given)
  A = i; B = ·; C = ·; D = -8%; E = ?; F = 28%; G = ·; H = -5%; I = ·

CCC(=O)N1CCCC(C)(C(=O)Nc2ccc(OC(F)F)cc2)C1 (stereo not given)
  A = i; B = 1; C = -1%; D = 26%; E = 2%; F = -24%; G = i; H = -10%; I = 11%

O=P(c1ccccc1)(c1ccccc1)c1nc(-c2ccc(Cl)cc2)oc1N1CCOCC1
  A = -30%; B = 6; C = 9%; D = 2%; E = ?; F = ?; G = i; H = 10%; I = 6%

CN(C)c1ccc(C=Cc2ccnc3ccccc23)cc1N
  A = -92%[inhibitor]; B = -11; C = 3%; D = 2%; E = ?; F = 5%; G = ·; H = -22%; I = -5%

O=C(Cc1ccccc1)Nc1ccc2c(c1)C(=O)N(CC1CCCO1)C2=O (stereo not given)
  A = -6%; B = 8; C = -3%; D = 11%; E = 11%; F = -11%; G = i; H = -10%; I = 2%

COc1ccc(Cl)cc1C(=O)Nc1ccc2c(c1)OCO2
  A = -12%; B = -9; C = 27%; D = ?; E = -21%; F = -19%; G = i; H = -16%; I = -3%

COc1ccc(CCNC(=O)C2CCN(S(=O)(=O)c3ccc(C)cc3)CC2)cc1OC
  A = i; B = -15; C = 2%; D = -14%; E = 5%; F = -6%; G = i; H = -13%; I = -5%

Cc1cc(C)c(S(=O)(=O)N2CCN=C2c2ccccc2)c(C)c1
  A = -9%; B = 8; C = 12%; D = 9%; E = 21%; F = -6%; G = i; H = 1%; I = 7%

COc1ccc(NC(=O)c2cc3ccccc3o2)cc1S(=O)(=O)N1CCCCC1
  A = -94%[inhibitor]; B = 6; C = -13%; D = -26%; E = ?; F = 67%; G = i; H = -23%; I = -4%

Cc1cc(Br)cn2c(Cc3ccccc3C(F)(F)F)c(-c3cccc(Br)c3)nc12
  A = -3%; B = 11; C = -3%; D = 3%; E = 32%[activator]; F = 0%; G = i; H = -12%; I = 0%

CN(c1cccc(NC(=O)COc2ccccc2)c1)S(C)(=O)=O
  A = -17%[57.5 µM]; B = 8; C = -1%; D = 2%; E = -1%; F = 3%; G = i; H = 14%; I = 5%

CC(C)OCCCNC(=O)c1cccc(NC(=O)c2ccccc2)c1
  A = i; B = 17; C = 7%; D = 4%; E = -8%; F = ·; G = i; H = 0%; I = 9%

CCCCOc1ccccc1C(=O)N(Cc1ccc(C)o1)C1CCS(=O)(=O)C1 (stereo not given)
  A = -6%&5%; B = 18; C = -1%; D = 11%&-9%; E = -5%&-7%; F = 35%&22%; G = i; H = 6%&-13%; I = 3%

COc1cc(OC)cc(-c2nc3ccccc3c(=O)n2OC(=O)c2ccccc2C)c1
  A = -31%[inhibitor]; B = 81; C = 0%; D = -21%; E = ?; F = 1%; G = i; H = -27%; I = 24%

O=C(O)C1CCC(N2C(=O)C3C4CCC(C4)C3C2=O)CC1 (stereo not given)
  A = 24%; B = -10; C = -1%; D = -15%; E = -8%; F = -12%; G = i; H = 4%; I = 9%

O=C(CCC(=O)c1ccc(F)cc1)NN1C(=O)NC2(CCCCC2)C1=O
  A = i; B = 5; C = -7%; D = -3%; E = -1%; F = 6%; G = i; H = 9%; I = -1%

CCCCn1c(N)c(N(CC)C(=O)c2cccc(OCc3ccccc3)c2)c(=O)[nH]c1=O
  A = -6%; B = 7; C = 11%; D = 20%; E = -14%; F = 0%; G = i; H = -9%; I = 8%

Full records from above. Screens in order: PTHR1 ag | D3 antag | GLP1R ag | TDP-43 yeast inh | GLP1R inv ag | FUS suppressor | Akt phos inh | Abeta yeast res | aSyn rescue
Cc1cc(C)c(S(=O)(=O)N2CCN=C2c2ccccc2)c(C)c1 is entered as -9% | 8 | 12% | 9% | 21% | -6% | i | 1% | 7%
CC(C)OCCCNC(=O)c1cccc(NC(=O)c2ccccc2)c1 is entered as i | 17 | 7% | 4% | -8% | · | i | 0% | 9%

Other entries.
Assay codes: A = PTHR1 ag; B = D3 antag; C = GLP1R ag; D = TDP-43 yeast inh; E = GLP1R inv ag; F = FUS suppressor; G = Akt phos inh; H = Abeta yeast res; I = aSyn rescue
O=C(c1cccs1)N1CCC(c2nc3ccccc3s2)CC1
  A = -30%[inhibitor]; B = 19; C = 0%; D = 13%; E = ?; F = 42%; G = i; H = 19%; I = 9%

O=C(Nc1cc(Cl)cc(Cl)c1)c1ccc(F)c(S(=O)(=O)NC2CCCCC2)c1
  A = -18%; B = ·; C = ·; D = 17%; E = ?; F = -15%; G = ·; H = 7%; I = ·

Cc1ccc(-c2nn(-c3ccc(F)cc3)cc2C(=O)NCCCN2CCCC2=O)cc1
  A = i; B = 0; C = 3%; D = 0%; E = ?; F = 28%; G = i; H = -5%; I = -1%

O=C(NCc1ccc2c(c1)OCO2)c1ccc(S(=O)(=O)N2CCCCC2)cc1
  A = -34%; B = 25; C = 2%; D = 1%; E = 6%; F = 22%; G = ·; H = 10%; I = ·

CC(C)(C)C(CCl)C(=O)NN=C(c1ccccc1)c1ccccc1 (stereo not given)
  A = -15%; B = -9; C = 4%; D = -9%; E = 1%; F = -6%; G = i; H = -1%; I = -1%

CCCCNC(=O)c1cc(-c2ccc(F)cc2)on1
  A = i; B = -17; C = -14%; D = -11%; E = 94%[activator]; F = 11%; G = ·; H = -9%; I = 0%

Cc1ccccc1C(=O)Nc1ccc(S(=O)(=O)Nc2onc(C)c2C)cc1
  A = i; B = 1; C = -1%; D = 15%; E = 6%; F = -4%; G = i; H = 8%; I = -1%

O=C(OC1CC2CC1[C@H]1CCCCN1C2=O)N1CCCCC1 (stereo not given in full)
  A = -3%; B = 12; C = -2%; D = 18%; E = 16%; F = -16%; G = i; H = -5%; I = ?

Cc1cc2c(ncn2C)c(NS(=O)(=O)c2cc(Cl)ccc2Cl)c1C
  A = -64%; B = 0; C = 0%; D = -5%; E = ?; F = -4%; G = i; H = 6%; I = -2%

COC(=O)CN1C(=O)C2(C(C#N)=C(N)Oc3n[nH]c(-c4cccs4)c32)c2ccccc21 (stereo not given)
  A = -22%[57.5 µM]; B = -3; C = 14%; D = -3%; E = 7%; F = 12%; G = i; H = 3%; I = 2%

CCN(CCCC(=O)c1ccc(F)cc1)CCc1ccccc1
  A = i; B = -28; C = -2%; D = -8%; E = ?; F = -2%; G = i; H = 1%; I = 4%

CCCSc1nnc(NC(=O)CSc2sc3c(O)cc(=O)[nH]c3c2C#N)s1
  A = -10%; B = -6; C = 0%; D = -5%; E = 0%; F = 32%; G = i; H = 2%; I = -2%

Only part of the results is shown; count on the stated rates, not on these rows.
